rTrxR1 inhibitor: qHTS Assay for Inhibitors of Mammalian Selenoprotein Thioredoxin Reductase 1 (TrxR1): qHTS; AID 588453, 2011; 390,000 tested, 1% active; recombinant rTrxR1, NADPH fluorescence consumption, selenite substrate; Thioredoxin reductase 1, cytoplasmic (Rattus norvegicus), O89049; Potency, µM (doses to about 114 µM), without a hit: at the highest dose activity change, negative = inhibition, hits mostly inhibitors; further: potency means the concentration at half of the fitted maximal effect; on the % scale 0 is the no-effect control and ±100 the full control effect; nearly all actives have a fitted effect of over 65% in size
Target sequence (O89049 whole entry, looked up): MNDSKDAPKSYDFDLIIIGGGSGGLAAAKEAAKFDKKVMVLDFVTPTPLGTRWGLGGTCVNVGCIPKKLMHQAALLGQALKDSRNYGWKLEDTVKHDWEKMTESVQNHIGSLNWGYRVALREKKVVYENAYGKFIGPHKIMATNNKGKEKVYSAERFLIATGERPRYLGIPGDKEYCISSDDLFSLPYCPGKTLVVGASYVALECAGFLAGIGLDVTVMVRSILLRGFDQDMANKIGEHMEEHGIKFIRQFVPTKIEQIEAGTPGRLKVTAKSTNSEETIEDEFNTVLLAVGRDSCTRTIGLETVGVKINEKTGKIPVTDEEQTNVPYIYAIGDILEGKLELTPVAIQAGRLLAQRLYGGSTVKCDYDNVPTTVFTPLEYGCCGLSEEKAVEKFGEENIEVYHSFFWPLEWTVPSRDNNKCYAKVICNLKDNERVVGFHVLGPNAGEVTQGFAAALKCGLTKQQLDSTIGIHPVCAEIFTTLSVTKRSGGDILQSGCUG
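Rat TrxR1 (90 nM in the dispensed reagent) was pre-reduced with 400 uM NADPH for 5 min at room temperature, then incubated with compound for 15 min. After 400 uM selenite was added, NADPH fluorescence (Ex 340/Em 450 nm) was followed for 8 min.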
RGS4 inhibitor: Inhibitors of Regulator of G Protein Signaling (RGS) 4: qHTS; AID 504845, 2011; Potency, µM (titrated, usually from 114 µM), for inactives: at the highest dose activity change, negative = inhibition, actives largely listed as inhibitors; 390,000 tested, 0.039% active; Transcreener GDP fluorescence polarization, RGS4-accelerated GTP hydrolysis; further: potency means the concentration at half of the fitted maximal effect; on the % scale 0 is the no-effect control and ±100 the full control effect; nearly all actives have a fitted effect of over 75% in size; some results filed as inactive show a strong effect at the top dose
Target sequence (P49798 whole entry, looked up): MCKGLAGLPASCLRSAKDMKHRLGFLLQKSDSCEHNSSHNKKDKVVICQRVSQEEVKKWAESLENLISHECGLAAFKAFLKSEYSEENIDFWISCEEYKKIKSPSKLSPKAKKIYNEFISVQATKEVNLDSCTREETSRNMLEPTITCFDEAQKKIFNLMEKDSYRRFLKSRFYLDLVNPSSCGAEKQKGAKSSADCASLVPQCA
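MLSMR compounds (23 nl, pin-transferred) preincubated 10 min at room temperature with a 500nM (2x) first reagent, then RGS4 at 900nM (2x) plus Transcreener GDP mix added; fluorescence polarization (620/688 nm) read before and after 90 min at 30 °C.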
LDHA block: qHTS assay for inhibitors of human lactate dehydrogenase; L-lactate dehydrogenase A chain (Homo sapiens), P00338; purified LDHA, NADH/diaphorase-resazurin fluorescence; active compounds read low; activity change, % (values are at about 110 or 230 µM); 480,000 tested, 0.15% active; in the data active means activity change below about -30%; inconclusive means mostly about -25% to -30%;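 further: plate controls were DMSO wells for no effect and wells without enzyme for full effect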
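Resorufin fluorescence (ex540/em590), read at 0 and 20 min after diaphorase/resazurin addition, reports the NADH left after a 5 min room-temperature reaction of 2 nM human LDH5 with 0.06 mM NADH and 0.2 mM pyruvate.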
Vif-A3G inh: qHTS for Inhibitors of Vif-A3G Interactions: qHTS; DNA dC->dU-editing enzyme APOBEC-3G (Homo sapiens), Q9HC16; HeLa A3G-eYFP + Vif (tagged APOBEC3G with the HIV-1 protein that degrades it), YFP fluorescence, overnight; Potency, µM (titrated, usually from 46.1 µM), without a hit: at the top dose activity, negative = active, usual class: inhibitors; 410,000 tested, 0.076% active;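 further: potency means the concentration at half of the fitted maximal effect; on the % scale 0 is the no-effect control and ±100 the full control effect; nearly all actives have a fitted effect of over 60% in size; hits raise eYFP signal because A3G escapes Vif-driven loss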
Target sequence (Q9HC16 whole entry, looked up): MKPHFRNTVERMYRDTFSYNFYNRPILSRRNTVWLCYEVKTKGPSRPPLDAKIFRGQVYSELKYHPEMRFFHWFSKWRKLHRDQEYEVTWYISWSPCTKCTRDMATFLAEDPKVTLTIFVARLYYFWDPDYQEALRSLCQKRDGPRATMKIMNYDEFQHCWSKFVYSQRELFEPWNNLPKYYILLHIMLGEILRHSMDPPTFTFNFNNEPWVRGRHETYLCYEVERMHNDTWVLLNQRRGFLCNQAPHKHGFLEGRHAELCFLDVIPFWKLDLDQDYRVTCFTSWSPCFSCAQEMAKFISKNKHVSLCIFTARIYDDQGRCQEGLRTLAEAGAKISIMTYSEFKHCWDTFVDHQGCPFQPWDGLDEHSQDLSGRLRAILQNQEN
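Read-out is eYFP fluorescence (Ex 488/Em 500-530) from Vif-expressing HeLa A3G-eYFP cells; more signal means A3G escaped Vif-mediated degradation. Cells plated overnight, compound pinned in, incubated overnight at 37 deg C.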
Glioma ERSR ind: qHTS for Inducers of the Endoplasmic Reticulum Stress Response (ERSR) in Human Glioma: qHTS; Potency, µM, for the others: at the top dose activation, usual class: activators; 420,000 tested, 0.02% active; U87-MG GRP78 promoter luciferase reporter, 16 h; further: potency means the concentration at half of the fitted maximal effect; series mostly up to about 76 µM; % of control where 0% means no effect; nearly all actives have a fitted effect of over 35% in size
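Stably transfected U87-MG glioma cells carrying a GRP78-based luciferase sensor; 16 h compound incubation. Luminescence end-point read 10 min after Bright-Glo addition at room temperature.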
* = called active by the depositor; i = inactive; ? = inconclusive; nt = no result given; & = joins results of further samples; [ ] = another dose, or the depositor's remark. Unless noted, the call rests on the fitted dose curve; in most records, active means well fitted curve in the direction sought with a large enough effect; inconclusive means small, poorly fitted or top-dose-only effect, or another doubt; inactive means no such curve, though single readings can be large; an effect the other way counts as inactive or inconclusive. Only part of the results is shown; count on the stated rates, not on these rows.

SMILES | rTrxR1 inhibitor | RGS4 inhibitor | LDHA block | Vif-A3G inh | Glioma ERSR ind
CC(C)[N+]1(C)C2CCC1CC(OC(=O)C(CO)c1ccccc1)C2 (centres undefined) | nt | i | nt | nt | -4.8%&-3.4%
CN(C)CCCn1cc(C2=C(c3c[nH]c4ccccc34)C(=O)NC2=O)c2ccccc21 | nt | ? | nt | nt | -4.6%&-7.4%&-7.1%
C[C@@]12C(=O)OC(=O)[C@@]1(C)[C@@H]1CC[C@@H]2O1 | nt | 251.2%[activator][56.9 µM] | nt | nt | -3.1%
CN1CCN(C2=Nc3ccccc3Sc3ccc(Cl)cc32)CC1 | nt | ? | nt | nt | 2.4%&2.4%
COc1ccccc1NC(=O)Nc1nc(-c2cccnc2)nc2ccccc12 | 10.0% | nt | nt | nt | 0.8%&-3.4%
O=c1[nH]c(=O)n([C@H]2C[C@H](O)[C@@H](CO)O2)cc1/C=C/Br | -2.0% | nt | nt | nt | -4.6%
COC(=O)c1c(-c2cc(OC)c(OC)c(OC)c2)c2ccnc(OCc3ncccn3)c2c(=O)n1Cc1ccnc(C)c1 | ? | nt | nt | nt | -2.0%
CCc1cccc(CC)c1NC(=O)c1ccc(-c2cc(Cl)ccc2Cl)o1 | nt | nt | nt | -6.6% | -3.9%
CCCC(C)(NC(=O)OCc1ccccc1)C(=O)O (centres undefined) | nt | nt | 3.8 | nt | nt
CCOCCCNC(N)=S | nt | nt | 0.9 | nt | nt
O=C(Nc1oc2ccccc2c(=O)c1-c1ccc2c(c1)OCO2)c1ccc(F)cc1 | nt | nt | 2.5 | nt | nt
Cc1ccc2c(C(=O)O)csc2c1 | nt | nt | -1.0 | nt | nt
Nc1nc(Nc2ccc(F)cc2)sc1C(=O)c1ccc(Cl)cc1 | nt | nt | -7.4 | nt | nt
Cc1ccc2c(-c3oc4ccccc4c3N)cc(=O)oc2c1 | nt | nt | -10.7 | nt | nt
O=C(N/N=C/c1cccc(Br)c1)c1cccs1 | nt | nt | 0.8 | nt | nt
O=C(Cc1ccc(F)cc1)NCc1ccnc(OCc2ccccc2)c1 | nt | nt | 6.0 | nt | nt
CCCOc1cccc(-c2cc(C(=O)O)c3ccccc3n2)c1 | nt | nt | -9.3 | nt | nt
CCCCCCCCN1C(=O)[C@H](CC(=O)NCc2ccccc2)C[C@@]2(C(=O)OCC)CCCC=C12 | nt | nt | 4.3 | nt | nt
N#Cc1ccc(C(=O)NCc2coc(-c3cccs3)n2)cc1 | nt | nt | 5.7 | nt | nt
CCCNC(=O)COC(=O)c1csc(NCc2ccccc2)n1 | nt | nt | 0.0 | nt | nt
O=C(C(=O)N1CCN(c2ccccc2)CC1)c1ccccc1 | nt | nt | -12.8 | nt | nt
Cc1ccc(C)c(/C=C/c2cc(C(=O)O)c3ccccc3n2)c1 | nt | nt | 6.8 | nt | nt
CCN(Cc1cc2cc(OC)ccc2[nH]c1=O)C(=O)c1ccco1 | nt | nt | 10.9 | nt | nt
O=C(CCc1ncc(-c2ccc(Cl)cc2)o1)NCc1cccc(Cl)c1 | nt | nt | -7.3 | nt | nt
O=C(O)CC12CC3CC(C1)CC(C(=O)O)(C3)C2 | nt | nt | 3.4 | nt | nt
Cc1cc(C)c2nc(SCC(=O)NC(=O)NC(C)(C)C)cc(C)c2c1 | nt | nt | 4.3 | nt | nt
Fc1cccc(Cl)c1C1NC(=S)NC2=C1CCc1ccccc12 (centres undefined) | nt | nt | 1.0 | nt | nt
Cc1ccc(-n2nnnc2SCC(=O)N2CCN(CC(=O)N3CCCC3)CC2)cc1C | nt | nt | 5.0 | nt | nt
COCCn1cnc2c1c(O)nc(=O)n2Cc1ccccc1 | nt | nt | -2.2 | nt | nt
Nc1c(C(=O)NC2CCCC2)cnn1-c1ccccc1 | nt | nt | -2.1 | nt | nt
CC(OC(=O)c1cc(=O)c2cc(Cl)ccc2o1)C(=O)NC1CC1 (centres undefined) | nt | nt | 0.2 | nt | nt
Cc1oc(-c2ccccc2)nc1CC(=O)NCCN(C(C)C)C(C)C | nt | nt | -24.9 | nt | nt
O=C(Nc1c(NCC2CCCCC2)c2ccccc2oc1=O)c1cccs1 | nt | nt | 5.4 | nt | nt
O=C(NCC(O)COc1ccc(C(F)(F)F)cc1)C1CCC1 (centres undefined) | nt | nt | 3.1 | nt | nt
O=C(COC(=O)c1ccc2ccccc2n1)Nc1ccc2ccccc2c1 | nt | nt | 4.1 | nt | nt
CC(C)NC(NC(=O)c1ccccc1)C(Cl)(Cl)Cl (centres undefined) | nt | nt | -1.6 | nt | nt
CCN(CC)CCCC(C)NC(=O)C(CC(C)C)NC(=O)OC (centres undefined) | nt | nt | -0.8 | nt | nt
COC(=O)[C@@]12C[C@@H](CC(=O)NCc3cccs3)C(=O)N(Cc3cccc4ccccc34)C1=CCC(C)(C)C2 | nt | nt | 4.9 | nt | nt
O=c1cc(CN2CCN(c3ccc(F)cc3)CC2)c2cc(O)ccc2o1 | nt | nt | 16.0 | nt | nt
COC(=O)C1CCCN1S(=O)(=O)c1cc(Cl)ccc1Cl (centres undefined) | nt | nt | -0.9 | nt | nt

Record cards, from the list above. Screens in order: rTrxR1 inhibitor | RGS4 inhibitor | LDHA block | Vif-A3G inh | Glioma ERSR ind
O=C(Nc1c(NCC2CCCCC2)c2ccccc2oc1=O)c1cccs1 is listed with nt | nt | 5.4 | nt | nt
Cc1ccc2c(-c3oc4ccccc4c3N)cc(=O)oc2c1 is listed with nt | nt | -10.7 | nt | nt
Nc1nc(Nc2ccc(F)cc2)sc1C(=O)c1ccc(Cl)cc1 is listed with nt | nt | -7.4 | nt | nt

(list continues)
SMILES | rTrxR1 inhibitor | RGS4 inhibitor | LDHA block | Vif-A3G inh | Glioma ERSR ind
COc1cc(C)c(NC(=O)C(C)Oc2ccc(F)cc2)cc1OC (centres undefined) | nt | nt | -6.2 | nt | nt
CCOC(=O)COc1ccc2c(C)cc(=O)oc2c1C | nt | nt | 2.4 | nt | nt
CCCc1nnc(NC(=O)c2cc(-c3ccncc3)nc3ccccc23)s1 | nt | nt | 8.4 | nt | nt
Cc1cc(N2CCN(S(=O)(=O)c3ccccc3F)CC2)nc(C(C)C)n1 | nt | nt | -1.4 | nt | nt
C=CC[N+](C)(C)CC(=O)OC1CC2CCC1(C)C2(C)C (centres undefined) | nt | nt | -11.2 | nt | nt
CCN(CC)C(CNC(=O)Cc1ccccc1OC)c1ccsc1 (centres undefined) | nt | nt | -0.9 | nt | nt
Cc1cccc(C(=O)N(Cc2ccncc2)C2CC2)c1 | nt | nt | 5.8 | nt | nt
COc1ccccc1/C=C/C=C(/C#N)c1nc2ccccc2[nH]1 | nt | nt | 1.4 | nt | nt
Cc1ccc2c(=O)cc(C(=O)N(Cc3ccc(C(C)C)cc3)C3CCS(=O)(=O)C3)oc2c1C (centres undefined) | nt | nt | 9.4 | nt | nt
Cc1ccc(OC(C)C(=O)NCCc2c[nH]c3ccccc23)cc1 (centres undefined) | nt | nt | ? | nt | nt
Cc1c(C(=O)Nc2cccc3cccnc23)cccc1[N+](=O)[O-] | nt | nt | -12.1 | nt | nt
COc1cccc(N2CCN(C(=O)c3cnn(-c4cccc(F)c4)c3-n3cccc3)CC2)c1 | nt | nt | 10.8 | nt | nt
C/C(=N\NC(=O)c1cccc(Cl)c1)c1ccc(C)s1 | nt | nt | 4.4 | nt | nt
O=C(Nc1ncc(Cc2cccc(Cl)c2)s1)C1CCCCC1 | nt | nt | 0.6 | nt | nt
O=C(OCc1ccccc1Cl)c1cccc(CN2CCCC2=O)c1 | nt | nt | -0.1 | nt | nt
C=CCSc1ccccc1NC(=O)c1cc(C)cc(C)c1 | nt | nt | -1.3 | nt | nt
COCCCNC(=O)c1cc(Nc2cc(C)cc(C)c2)nc2ccccc12 | nt | nt | 1.2 | nt | nt
O=[N+]([O-])c1cnc(NS(=O)(=O)c2ccccc2[N+](=O)[O-])s1 | nt | nt | 8.5 | nt | nt
CCC(C)c1ccc(C(N)C(C)C)cc1 (centres undefined) | nt | nt | 6.4 | nt | nt
CN(C)C(=O)c1cccc(NCC(=O)NC(=O)NCc2ccccc2)c1 | nt | nt | 3.9 | nt | nt
COC(=O)CC(NC(=O)c1cccc(F)c1)c1ccc(OC)c(OC)c1 (centres undefined) | nt | nt | -5.1 | nt | nt
C/C(Cc1ccccc1)=N\NC(=O)c1ccc(C)cc1 | nt | nt | 5.4 | nt | nt
COc1c(CNC2CCN(Cc3ccccc3)CC2)c(C)nn1C | nt | nt | -9.3 | nt | nt
CN(C(=O)Nc1cccc(Cl)c1)C(c1ccc(Cl)cc1)c1nccn1C (centres undefined) | nt | nt | 9.4 | nt | nt
CSC1=N/C(=C\c2ccc(OCC(=O)O)cc2)C(=O)S1 | nt | nt | 10.7 | nt | nt
COc1ccc(C(=O)N(Cc2cc3cccc(C)c3[nH]c2=O)c2ccccc2)cc1 | nt | nt | -4.0 | nt | nt
O=C(Nc1ccc(F)c(Cl)c1)c1nn(Cc2ccccc2)c(=O)c2ccccc12 | nt | nt | -13.7 | nt | nt
COc1ccc2nc(/C(C#N)=C/c3ccc(-c4cccc(Cl)c4Cl)o3)[nH]c2c1 | nt | nt | 3.8 | nt | nt
COc1ccc(-n2nnc(C(=O)Nc3ccccc3C(F)(F)F)c2N)cc1 | nt | nt | -1.7 | nt | nt
Cc1nc2ccc(S(=O)(=O)N(CC(=O)N3CCOCC3)Cc3ccccc3)cc2s1 | nt | nt | -7.6 | nt | nt
Cc1cc2nc(-c3nnnn3C3CCCCC3)c(=O)[nH]c2cc1C | nt | nt | 4.2 | nt | nt
O=C(NC1CCCC1)C1CCC(Cn2cnnn2)CC1 (centres undefined) | nt | nt | -4.3 | nt | nt
COC(=O)c1ccc(CO/N=C/c2ccc(Cl)cc2Cl)cc1 | nt | nt | -6.0 | nt | nt
O=C(COC(=O)c1csc(NCc2ccccc2)n1)NC1CCCC1 | nt | nt | 2.6 | nt | nt
C=CCc1ccc(-c2ccc(OCCCCCCCCCC)c(F)c2)nc1 | nt | nt | 4.4 | nt | nt
Cc1ccc(NC(=O)CC(C)n2ccc(C)n2)c(Cl)c1 (centres undefined) | nt | nt | 3.3 | nt | nt
O=C(Nc1ccc2c(c1)OCCO2)C1c2ccccc2OCC(=O)N1Cc1ccccc1 (centres undefined) | nt | nt | 1.2 | nt | nt
O=C(NCc1cccnc1)c1ccc2ccccc2c1 | nt | nt | 3.5 | nt | nt
CNS(=O)(=O)c1cc(NS(=O)(=O)c2c(F)cc(F)cc2Br)ccc1C | nt | nt | 13.5 | nt | nt
O=C(COC(=O)c1cc(Cl)ccc1[N+](=O)[O-])c1ccc(C2CCCCC2)cc1 | nt | nt | 2.3 | nt | nt
O=C(NCc1ccc2c(c1)OCCO2)N1CCN(S(=O)(=O)c2cc(F)ccc2F)CC1 | nt | nt | -4.7 | nt | nt
O=C1CCc2cc(S(=O)(=O)Nc3cccnc3)ccc2N1 | nt | nt | -3.3 | nt | nt
COc1ccc(-c2nc(Cn3ncc4ccccc4c3=O)co2)cc1 | nt | nt | -0.6 | nt | nt
CCCC(C)NC(=O)CCc1ccc(-c2ccc(OC)cc2)o1 (centres undefined) | nt | nt | -0.6 | nt | nt
